ADAM10 inh: inhibitors of human ADAM10; O14672; AID 720582; inhibition, % at 7 µM; recombinant ADAM10, EDANS/DABCYL FRET peptide cleavage, 3 h; 0.62% of 370,000 active;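 active = inhibition above a per-campaign cutoff equal to the mean of compounds falling between control-based bounds plus 3 SD, cut at about 20% in these data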;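 also: 0% = DMSO wells while the 100% control is not disclosed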
GAA850 FXN act: frataxin GAA850 promoter activation | HEK293 lucGAA850 FXN promoter luciferase reporter, 24 h; percent of 10 µM SAHA response | activation, % at 6 µM | 0.56% of 360,000 active | AID 540364;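 active = activation above the average of all compounds screened plus 3 SD, cutoff fixed separately per campaign, cut at about 7.5% in these data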;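 also: 0% = DMSO wells and 100% = 10 µM SAHA wells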
ARFGAP1 inhibitor: inhibitors of rat ARFGAP1 | Q62848 | Arfgap1-stimulated ARF1 GTP hydrolysis, GDP FP detection | inhibition, % at 16.5 µM | 0.26% of 360,000 active | AID 651572;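 active = inhibition above a per-plate limit, mean inhibition of low control wells plus 3 SD, cut at about 25% in these data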;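 also: 0% = DMSO wells with enzyme and 100% = wells lacking Arfgap1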
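Material – truncated rat Arfgap1 GAP domain · Buffer or medium – HEPES-based buffer, pH 7.5 · Reagent – human ARF1(Δ1-17)-GTP substrate · Dosing – 16.5 µM single point, 1.26% DMSO · Schedule – GTP hydrolysis reaction 2 h at 25 °C · Technique – GDP detection by fluorescence polarization · Benchmarks – No-Arfgap1 wells (100%) versus DMSO full-reaction wells (0%) · Repeats – single replicate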
proKLK7 act: proKLK7 (human) activation, primary screen; AID 652039; 0.9% of 370,000 active; purified proKLK7, EDANS-DABCYL substrate fluorescence; 100% is mature enzyme control, 0% vehicle; activation, % at 7 µM; P49862;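 active = activation above the mean of all tested compounds plus 3 SD, computed per campaign excluding outliers beyond control limits, cut at about 13% in these data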
HGIII-sPLA2 inh: Inhibits HGIII-sPLA2 liposome hydrolysis, primary screen | Q9NZ20 | inhibition, % at 12.2 µM | QFRET BODIPY PC-A2 liposome hydrolysis, fluorescence | AID 743126 | 0.56% of 370,000 active;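 active = inhibition above mean plus 3 SD of compounds lying within the high and low control bounds, cut at about 19% in these data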;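 also: 0% = median of test compound wells and 100% = no enzyme DMSO wells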
Target sequence (Q9NZ20 whole entry, looked up): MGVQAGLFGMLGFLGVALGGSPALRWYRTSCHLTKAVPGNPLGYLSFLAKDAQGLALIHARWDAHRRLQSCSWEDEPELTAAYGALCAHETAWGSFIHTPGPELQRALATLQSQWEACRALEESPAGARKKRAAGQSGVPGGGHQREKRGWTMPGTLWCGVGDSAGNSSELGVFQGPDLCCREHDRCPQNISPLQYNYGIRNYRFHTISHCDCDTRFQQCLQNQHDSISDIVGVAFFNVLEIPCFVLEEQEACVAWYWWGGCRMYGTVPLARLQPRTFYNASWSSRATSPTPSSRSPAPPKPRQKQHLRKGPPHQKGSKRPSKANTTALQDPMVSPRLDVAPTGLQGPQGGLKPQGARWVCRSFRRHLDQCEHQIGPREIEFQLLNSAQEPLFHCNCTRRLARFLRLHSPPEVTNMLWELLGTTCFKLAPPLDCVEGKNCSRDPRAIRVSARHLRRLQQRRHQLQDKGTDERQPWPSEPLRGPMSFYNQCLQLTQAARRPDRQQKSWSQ
DDE Tn6 FP inh: inhibitors of Tn6 peptide binding to human fibrin DD(E). inhibition, % at 8.3 µM. P02675. Fibrin DD(E) TRITC-Tn6 fluorescence polarization displacement. AID 720509. 0.21% of 370,000 active;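 active = inhibition above a per-campaign cutoff: mean of compounds within control limits plus 3 SD, cut at about 15% in these data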;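 also: 0% = median of all compound wells on the plate and 100% = blocking peptide control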
Target sequence (P02675 whole entry, looked up): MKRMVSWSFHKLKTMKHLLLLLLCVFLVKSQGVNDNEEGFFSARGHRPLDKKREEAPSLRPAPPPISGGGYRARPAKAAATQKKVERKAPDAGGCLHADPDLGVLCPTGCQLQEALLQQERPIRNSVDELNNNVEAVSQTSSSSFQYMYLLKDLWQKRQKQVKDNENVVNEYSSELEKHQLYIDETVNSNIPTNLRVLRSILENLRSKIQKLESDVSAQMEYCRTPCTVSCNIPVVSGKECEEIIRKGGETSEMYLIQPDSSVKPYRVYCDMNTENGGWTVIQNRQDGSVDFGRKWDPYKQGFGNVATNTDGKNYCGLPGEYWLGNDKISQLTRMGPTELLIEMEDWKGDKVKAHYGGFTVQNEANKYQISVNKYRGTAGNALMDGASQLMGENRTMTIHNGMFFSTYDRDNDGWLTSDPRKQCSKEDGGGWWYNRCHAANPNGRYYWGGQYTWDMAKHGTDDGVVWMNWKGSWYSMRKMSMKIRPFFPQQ
ASAP1 inh: ASAP1 ArfGAP inhibition | Q9ULH1 | ASAP1-stimulated ARF1 GTP hydrolysis, GDP FP detection | inhibition, % at 16.5 µM | 0.19% of 360,000 active | AID 624377; in the data active = inhibition above about 25%;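 also: 0% = vehicle with enzyme and substrate and 100% = no enzyme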
NPR2 activator: GC-B (human) receptor activation; HEK293-GC-B cells, CNP EC30, cGMP TR-FRET; 0% at EC30 CNP, 100% saturating CNP; P20594; 0.11% of 370,000 active; activation, % at 10 µM; AID 1920062;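 active = activation at 10 µM reaching about 35% in either raw or pattern-adjusted values, limit read from the data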
rCAG RNA binder: molecules binding r(CAG) RNA repeats; r(CAG) RNA repeat, TO-PRO-1 dye displacement fluorescence; inhibition, % at 3 µM; 1.3% of 370,000 active;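 active = inhibition above the plate cutoff, the mean of all test compounds on that plate plus 3 SD, cut at about 35% in these data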;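 also: 0% = DMSO alone and 100% = 100 µM mitoxantrone as full dye displacement; higher means more dye released from RNA so lower well fluorescence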
GC-A act: GC-A (human) enzyme activation; HEK293 GC-A cells, cGMP TR-FRET, EC30 ANP; 0% at EC30 ANP, 100% saturating ANP; 0.14% of 370,000 active; P16066; activation, % at 10 µM; in the data active = activation above about 40%
Active calls of the source: *; i = inactive.

nr | compound | GC-A act | HGIII-sPLA2 inh | ADAM10 inh | proKLK7 act | NPR2 activator | rCAG RNA binder | ARFGAP1 inhibitor | DDE Tn6 FP inh | GAA850 FXN act | ASAP1 inh
1 | O=C(CN1CCc2cc3c(cc2C1)OCCCO3)Nc1c(F)cccc1F | -1 | 4 | -16 | 0.8 | -2 | -2 | 6 | -4 | -0.5 | 10
2 | O=S(=O)(Nc1ncnc2sc3c(c12)CCC3)c1ccc(Cl)s1 | 6 | -47 | -8 | 0.5 | 5 | 57* | -14 | 1 | 1.6 | 1
3 | CC(NC(=O)c1ccccc1F)c1nnc(SCC(=O)NC2CCCC2)n1C (stereo not given) | -3 | 6 | -1 | -0.2 | -2 | 6 | 8 | -1 | 2.8 | -8
4 | COc1ccc(CN(CC(=O)NC2CCCC2)C(=O)c2ccc(-c3ccccc3)[nH]2)cc1 | 1 | -13 | 8 | -0.7 | -5 | 2 | 14 | -6 | 1.0 | 2
5 | COCCn1c(-c2cccs2)csc1=Nc1cccnc1 | -4 | 10 | -19 | -0.9 | 1 | 5 | -3 | -5 | 1.3 | -2
6 | Cc1ccc(S(=O)(=O)Nc2cccc(S(=O)(=O)N3CCCC3)c2)cc1C | 0 | -15 | 5 | 0.5 | 1 | 10 | 9 | 1 | 0.0 | 7
7 | COc1ccc(CN2CCNC(=O)C2CC(=O)NC2CCOCC2)c(F)c1 (stereo not given) | 1 | -5 | -17 | -0.3 | 0 | -3 | -5 | 0 | 0.7 | 3
8 | CC(C)(C)NC(=O)NC(=O)COc1ccccc1C#N | -3 | -3 | -2 | -0.2 | -1 | 0 | -1 | 7 | -2.3 | -3
9 | CC(=O)NC12CC3CC(C1)CC(C(=O)N(C)Cc1cccc(Cl)c1Cl)(C3)C2 | 1 | -9 | 10 | 0.2 | 0 | -6 | -3 | -6 | 0.9 | -10
10 | CCOC(=O)C1CCN(c2nc(N)c3c(N)nc(SCC(=O)O)cc3c2C#N)CC1 | 3 | 1 | -275 | -3.5 | 2 | 35* | 38* | -2 | -0.2 | 41*
11 | CCOC(=O)C(C)c1nc2ccccc2[nH]c1=O (stereo not given) | 0 | 3 | -141 | -1.3 | -3 | 0 | 0 | 4 | 0.6 | 3
12 | COc1ccccc1CCNC(=O)C1CCCO1 (stereo not given) | 4 | 3 | 6 | 0.0 | -4 | 28 | -9 | -2 | -0.5 | -4
13 | Cc1cc(NC(=O)CN2C(=O)/C(=C/c3ccc(C(C)C)cc3)SC2=S)no1 | 0 | 5 | -1 | 0.4 | 0 | 8 | 2 | 3 | 1.6 | -11
14 | COc1ccc(NC(=O)CN(C)C(=O)c2ccc(-c3cccc(C(F)(F)F)c3)o2)cc1 | -4 | -9 | 0 | 0.2 | -7 | 1 | 4 | 2 | 2.5 | -10
15 | C#CCN1C(C)=C(C(=O)OC)C(c2cccc([N+](=O)[O-])c2)C(C(=O)OCC)=C1C (stereo not given) | -18 | 0 | -4 | 0.0 | -11 | 4 | 2 | 3 | -0.2 | 5
16 | Cc1cccc(C(=O)NC2CCN(C(=O)N3CCOCC3)CC2)c1 | 2 | 2 | 4 | 0.5 | 0 | 1 | -2 | -1 | 0.2 | 4
17 | COc1ccc(NC(=O)COC(=O)[C@@H](NC(=O)c2c(F)cccc2F)C(C)C)cc1 | 0 | 8 | -4 | 0.3 | 6 | -4 | 3 | 2 | 1.4 | 5
18 | Cc1ccc(C2=NS(=O)(=O)N(C)C(C(=O)N3CCOCC3)=C2)cc1 | 4 | 2 | -57 | 0.9 | -1 | 1 | 1 | 6 | 0.6 | 14
19 | Cc1ccc(N2CC(=O)N(CC(=O)O)C2=O)cc1 | -1 | 0 | -13 | -0.4 | 2 | -1 | -1 | 6 | 1.3 | -1
20 | O=C(Nc1ccc(F)c(F)c1)c1cnc(-c2ccccc2)nc1-c1ccccc1 | -4 | -1 | 7 | 0.2 | -1 | 3 | 8 | 1 | 1.5 | 0
21 | COc1cccc(C2C(C(=O)c3cc4cccc(OC)c4o3)=C(O)C(=O)N2c2cc(C)on2)c1OC (stereo not given) | 1 | -14 | -7 | 0.7 | -10 | 57* | -13 | -5 | 1.4 | -10
22 | O=C(NNc1c(Cl)cccc1Cl)c1ccno1 | 0 | 14 | -4 | -0.3 | 2 | 0 | -7 | 6 | 0.4 | -2
23 | CCOC(=O)N1CCN(c2nnc(-c3ccc(C)cc3)c3ccccc23)CC1 | 2 | -2 | -2 | 0.6 | 7 | 0 | -9 | -1 | 0.2 | -11
24 | O=C(NCc1ccco1)C(=O)N1CCCC1 | -2 | 3 | 3 | 0.6 | 6 | 0 | -5 | 4 | 0.7 | -7
25 | Cc1ccc(Nc2c([N+](=O)[O-])c(=O)oc3ccccc23)cc1 | -6 | -12 | -2 | -0.3 | 0 | 6 | 5 | 5 | 1.6 | -1
26 | C=CCSc1nnc(NC(=O)COc2ccccc2)s1 | 1 | -4 | -3 | 0.5 | 5 | -1 | -6 | -6 | 0.2 | 11
27 | Cc1sc2ncnc(SCC(=O)NCC3CCCO3)c2c1C (stereo not given) | -1 | -2 | -13 | 0.0 | 3 | 2 | -3 | 1 | 0.9 | -3
28 | Cc1ccccc1-c1nc(C#N)c(N2CCC(C)CC2)o1 | 0 | 15 | -100 | -3.3 | -5 | 0 | 11 | -14 | 3.0 | 3
29 | CC(=O)c1ccc(NC(=O)c2cc(Cl)sc2Cl)cc1 | 0 | -12 | 0 | -0.9 | -9 | 3 | -3 | 0 | 4.6 | 7
30 | CCOc1ccc(OCCC(=O)OCC(=O)c2c(N)n(CC(C)C)c(=O)n(C)c2=O)cc1 | 4 | -8 | -3 | 0.9 | 7 | 1 | 6 | -6 | -0.3 | 12
31 | Cc1ccc(-c2nc3ncccn3c2NC(=O)C2CC2)cc1 | 5 | -3 | i | 17* | -5 | 1 | 0 | 11 | 0.6 | -3
32 | Cc1ccc(NC(=O)COC(=O)c2ccccc2Cl)cc1S(=O)(=O)N(C)C | 3 | -15 | 15 | 0.2 | -1 | 28 | 1 | -3 | -0.1 | 6
33 | CCN(CC(=O)NCc1ccc(Cl)cc1)C(=O)CCc1ccccc1O | 0 | -11 | -9 | 0.6 | -3 | -2 | -2 | -2 | 0.8 | -10
34 | Cc1ccc(NC(=O)C2=C(C(=O)O)CCCC2)cc1Br | -4 | 1 | 5 | 0.0 | 2 | -1 | -6 | -2 | 1.1 | -10
35 | CC(C)Cc1csc(=S)[nH]1 | -1 | 17 | -12 | 0.1 | 4 | 0 | 11 | -2 | -1.9 | -20
36 | Cc1nonc1OC(C)CNCCNc1ccc([N+](=O)[O-])cc1 (stereo not given) | -5 | 3 | 3 | 0.0 | 1 | -6 | 2 | 0 | 0.0 | 6
37 | COC(=O)CNC(=O)C1Nc2ccc(OC(F)(F)F)cc2C2C=CCC12 (stereo not given) | 0 | -5 | -17 | -4.2 | 2 | 39* | -12 | -1 | 0.5 | 9
38 | COc1ccc2c(=O)c(-c3ccc4c(c3)OCO4)coc2c1 | -3 | 4 | -3 | -0.4 | -3 | 4 | -4 | -4 | -0.9 | -1
39 | COCCNc1nc2cc(-c3ccc(F)cc3)sc2c(=O)n1C | 3 | 4 | -44 | 0.0 | -4 | 2 | 9 | -1 | 0.4 | 10
40 | O=C(NCc1ccco1)c1ccc(-c2cccc(Cl)c2)o1 | -3 | -7 | 4 | -0.3 | -6 | 0 | -9 | -1 | 1.8 | -6
41 | COc1ccc(/C=C/C(=O)NC(=S)N2CCCC(C(N)=O)C2)cc1 (stereo not given) | 0 | 11 | 2 | 0.5 | 0 | -2 | 6 | 5 | 0.2 | -11
42 | Cc1nc(N2CCC(C(N)=O)CC2)c2nnn(Cc3ccccc3)c2n1 | 5 | 4 | -5 | -0.3 | 5 | 4 | -5 | 11 | 1.9 | 10
43 | Cn1c2ccccc2c2c(C(=O)N3CCN(c4ccccc4)CC3)cn(C3CCCC3)c(=O)c21 | 0 | -7 | -40 | -0.2 | -17 | -1 | -13 | 0 | 2.4 | 1
44 | CCCNc1c(NS(=O)(=O)c2cccc(C#N)c2)c(=O)oc2ccccc12 | -1 | -2 | 0 | -0.7 | -4 | -2 | 4 | 10 | 0.5 | -11
45 | CN(CCCNC(=O)C1CCCN(S(=O)(=O)c2cnc[nH]2)C1)c1ccccc1 (stereo not given) | -1 | -8 | -11 | 0.0 | 3 | 1 | -4 | -1 | -1.3 | 1
46 | CC(C)C1C(=O)N(Cc2cn(CCC3OCCO3)nn2)CCS(=O)(=O)N1Cc1ccc(-c2ccc(F)cc2)cc1 (stereo not given) | 15 | -13 | 1 | -0.2 | 2 | 5 | -6 | 6 | 0.4 | -17
47 | Cn1c(SCC(=O)c2cc3ccccc3o2)nnc1-c1ccccc1 | -4 | -25 | -18 | 0.2 | -1 | 7 | -1 | -2 | -0.7 | 9
48 | CCCCOC(=O)Cc1c(O)c2ccccc2[nH]c1=O | 2 | 5 | -18 | 1.0 | 11 | 1 | 1 | -4 | -0.2 | -2
49 | Cc1nn(C)c(Cl)c1NC(=O)OCc1ccccc1 | 1 | -1 | -3 | 0.5 | 4 | 0 | -6 | 8 | 1.4 | 5

Ordered by SMILES length (smallest number first): 8 of the compounds above.
nr | compound | GC-A act | HGIII-sPLA2 inh | ADAM10 inh | proKLK7 act | NPR2 activator | rCAG RNA binder | ARFGAP1 inhibitor | DDE Tn6 FP inh | GAA850 FXN act | ASAP1 inh
49 | Cc1nn(C)c(Cl)c1NC(=O)OCc1ccccc1 | 1 | -1 | -3 | 0.5 | 4 | 0 | -6 | 8 | 1.4 | 5
48 | CCCCOC(=O)Cc1c(O)c2ccccc2[nH]c1=O | 2 | 5 | -18 | 1.0 | 11 | 1 | 1 | -4 | -0.2 | -2
34 | Cc1ccc(NC(=O)C2=C(C(=O)O)CCCC2)cc1Br | -4 | 1 | 5 | 0.0 | 2 | -1 | -6 | -2 | 1.1 | -10
47 | Cn1c(SCC(=O)c2cc3ccccc3o2)nnc1-c1ccccc1 | -4 | -25 | -18 | 0.2 | -1 | 7 | -1 | -2 | -0.7 | 9
41 | COc1ccc(/C=C/C(=O)NC(=S)N2CCCC(C(N)=O)C2)cc1 (stereo not given) | 0 | 11 | 2 | 0.5 | 0 | -2 | 6 | 5 | 0.2 | -11
37 | COC(=O)CNC(=O)C1Nc2ccc(OC(F)(F)F)cc2C2C=CCC12 (stereo not given) | 0 | -5 | -17 | -4.2 | 2 | 39* | -12 | -1 | 0.5 | 9
43 | Cn1c2ccccc2c2c(C(=O)N3CCN(c4ccccc4)CC3)cn(C3CCCC3)c(=O)c21 | 0 | -7 | -40 | -0.2 | -17 | -1 | -13 | 0 | 2.4 | 1
46 | CC(C)C1C(=O)N(Cc2cn(CCC3OCCO3)nn2)CCS(=O)(=O)N1Cc1ccc(-c2ccc(F)cc2)cc1 (stereo not given) | 15 | -13 | 1 | -0.2 | 2 | 5 | -6 | 6 | 0.4 | -17

Bioassay records: PubChem, several laboratories

Random draw from the library (roughly 4.5% active in at least one column).
